# PI4K2A inh – qHTS for small molecular inhibitors of PI4K2A; purified PI4K2A, ADP-Glo luminescence, 1 h; active compounds read low; activity change, negative = inhibition, % at 76.9 µM; 0.13% of 420,000 active; AID 1346378, 2018; in the data active means activity change below about -50%;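 further: -100% = wells without enzyme as full effect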
# Target sequence (Q9BTU6 whole entry, looked up): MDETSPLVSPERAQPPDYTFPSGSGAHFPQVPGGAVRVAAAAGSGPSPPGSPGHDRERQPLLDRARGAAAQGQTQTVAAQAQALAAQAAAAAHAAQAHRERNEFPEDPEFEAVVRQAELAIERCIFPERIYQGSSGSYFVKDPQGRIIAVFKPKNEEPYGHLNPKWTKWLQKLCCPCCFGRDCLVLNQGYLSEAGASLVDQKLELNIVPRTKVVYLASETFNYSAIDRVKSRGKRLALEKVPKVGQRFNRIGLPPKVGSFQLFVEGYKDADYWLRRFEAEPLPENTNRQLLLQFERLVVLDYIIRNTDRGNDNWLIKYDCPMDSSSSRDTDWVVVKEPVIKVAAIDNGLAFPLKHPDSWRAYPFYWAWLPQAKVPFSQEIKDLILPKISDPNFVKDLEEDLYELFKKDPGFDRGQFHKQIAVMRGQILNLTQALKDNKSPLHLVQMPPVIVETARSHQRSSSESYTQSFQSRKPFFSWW
#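 ADP-Glo luminescence measured ADP generated by PI4K2A enzyme (4 ug/mL before mixing) with 1.2 mM PI substrate (pre-mix) and 300 microM ATP (pre-mix). Tris pH7.5 buffer with MgCl2, Triton X-100; 1 h reaction at ambient temperature.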
# rTrxR1 inhibitor – qHTS Assay for Inhibitors of Mammalian Selenoprotein Thioredoxin Reductase 1 (TrxR1): qHTS. Thioredoxin reductase 1, cytoplasmic (Rattus norvegicus), O89049. recombinant rTrxR1, NADPH fluorescence consumption, selenite substrate. Potency, µM (doses to about 114 µM), inactives show top-dose activity change, negative = inhibition, most hits filed as inhibitors. 1% of 390,000 active. AID 588453, 2011; further: potency means the concentration at half of the fitted maximal effect; nearly all actives have a fitted effect of over 65% in size
# Target sequence (O89049 whole entry, looked up): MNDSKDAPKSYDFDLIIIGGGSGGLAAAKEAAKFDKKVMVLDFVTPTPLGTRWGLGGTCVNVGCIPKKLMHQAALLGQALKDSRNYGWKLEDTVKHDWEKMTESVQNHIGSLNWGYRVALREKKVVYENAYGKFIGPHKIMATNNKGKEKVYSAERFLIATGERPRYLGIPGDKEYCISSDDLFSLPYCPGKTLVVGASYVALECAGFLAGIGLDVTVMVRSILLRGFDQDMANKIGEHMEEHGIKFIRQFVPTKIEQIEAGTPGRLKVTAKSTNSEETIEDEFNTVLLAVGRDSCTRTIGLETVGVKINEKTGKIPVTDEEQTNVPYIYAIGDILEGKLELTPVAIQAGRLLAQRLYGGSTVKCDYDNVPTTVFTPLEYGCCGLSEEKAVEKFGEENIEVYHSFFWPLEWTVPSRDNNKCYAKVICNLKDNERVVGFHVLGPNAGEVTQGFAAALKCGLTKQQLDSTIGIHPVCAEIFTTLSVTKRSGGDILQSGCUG
#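 Rat TrxR1 (90 nM in the dispensed reagent) was pre-reduced with 400 uM NADPH for 5 min at room temperature, then incubated with compound for 15 min. After 400 uM selenite was added, NADPH fluorescence (Ex 340/Em 450 nm) was followed for 8 min.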
# TrxR1 substrate – qHTS Assay for Substrates of Mammalian Selenoprotein Thioredoxin Reductase 1 (TrxR1): qHTS; purified TrxR1 substrate turnover, NADPH consumption readout; Potency, µM (doses to about 114 µM), inactives show at the highest dose activity change, negative = substrate turnover; 0.01% of 390,000 active; further: potency means the concentration at half of the fitted maximal effect; nearly all actives have a fitted effect of over 50% in size
#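 Rat TrxR1, dispensed at 90 nM, was prereduced with 400 uM NADPH (final) for 5 min at ~22 deg C, then incubated with compound 15 min before 400 uM selenite. A first-read NADPH fluorescence drop versus no-compound background flagged substrates.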
# * = called active by the depositor; i = inactive; · = no result given. Unless noted, the call rests on the fitted dose curve; in most records, active means well fitted inhibition curve with a large enough effect; inconclusive means small, poorly fitted or top-dose-only effect; inactive means no such curve, though single readings can be large or run the other way. Unless noted, on the % scale 0 is the no-effect control and ±100 the full control effect.
# Results follow in this order: PI4K2A inh	rTrxR1 inhibitor	TrxR1 substrate
CC(=O)Nc1ccc(/C=C/c2ccnc3ccccc23)cc1[N+](=O)[O-]
 : ·	14.9%	-3.6%
COc1ccc(NC(=O)[C@@H]2CC=C[C@@H]3CCN(C4CC4)C(=O)[C@@H]32)cc1
 : ·	9.1%	5.1%
CC(=O)OCC(NC(=O)C(CCCCNC(=O)OCc1ccccc1)NC(=O)OC(C)(C)C)C1OC(n2ccc(=O)[nH]c2=O)C(OC(C)=O)C1OC(C)=O (stereo unspecified)
 : ·	1.1%	3.1%
COC(=O)CCCn1cc(CN2CC(N3CCN(Cc4cccc(C)c4)CC3)CS2(=O)=O)nn1 (stereo unspecified)
 : 2.7	·	·
O=C(NC1CCCC1)C(c1ccccc1)n1c(-c2cccc3ccccc23)nc2ccccc21 (stereo unspecified)
 : 4.8	·	·
O=C(CCc1ccccc1)N[C@H]1[C@@H](OC(=O)c2ccco2)CCC[C@@]12C(=O)N(Cc1ccccc1)c1ccccc12
 : -1.0	·	·
CCCCn1nnnc1C1(C)CCC(=O)N1C1CC1 (stereo unspecified)
 : -0.3	·	·
CCOC(=O)[C@]12CCCC=C1N(Cc1ccco1)C(=O)[C@H](CC(=O)N1CCN(C(=O)c3ccco3)CC1)C2
 : 10.0	·	·
CCCC(=O)N1CCC1(C)C(=O)Nc1ccc2nccnc2c1 (stereo unspecified)
 : 1.3	·	·
O=C1c2ccccc2C(c2nnnn2Cc2ccccc2)N1Cc1ccc(F)cc1 (stereo unspecified)
 : 1.7	·	·
O=C(NO)c1ccccc1
 : i	·	·
CC(C)NC(=O)C1(C)CCCN1Cc1ccccc1 (stereo unspecified)
 : 1.5	·	·
CCCC(=O)N1CCC1(C)C(=O)Nc1ccc(-n2cccc2)cc1 (stereo unspecified)
 : 5.3	·	·
CC(C)CCN1C(=O)c2ccccc2C1c1nnnn1-c1ccc2c(c1)OCCO2 (stereo unspecified)
 : 10.3	·	·
COC(=O)[C@]12CCCCC=C1N(Cc1ccccc1)C(=O)[C@H](CC(=O)NCc1cccc(C(F)(F)F)c1)C2
 : 1.5	·	·
CCc1ccc(OC2(C)CCN(Cc3ccc4c(c3)OCCO4)C2)cc1 (stereo unspecified)
 : -0.4	·	·
Nc1ccc2c(c1)CN1C(=O)c3ccccc3C1=N2
 : i	·	·
C[C@H](NC(=O)[C@@H]1CCCN1C(=O)[C@@H]1CCCN1)c1ccccc1
 : 0.8	·	·
N#CCC[C@H]1CC[C@]2(CCCN(C(=O)c3ccno3)C2)O1
 : -4.5	·	·
CCCCN1CCN(C(=O)C2CCCN(C(=O)c3ccc4c(c3)NC(=O)CS4)C2)CC1 (stereo unspecified)
 : 2.0	·	·

# Compounds listed so far containing fluorine (two):
# Results follow in this order: PI4K2A inh	rTrxR1 inhibitor	TrxR1 substrate
O=C1c2ccccc2C(c2nnnn2Cc2ccccc2)N1Cc1ccc(F)cc1 (stereo unspecified)
 : 1.7	·	·
COC(=O)[C@]12CCCCC=C1N(Cc1ccccc1)C(=O)[C@H](CC(=O)NCc1cccc(C(F)(F)F)c1)C2
 : 1.5	·	·

# Single values from the results shown:
# CCCCN1CCN(C(=O)C2CCCN(C(=O)c3ccc4c(c3)NC(=O)CS4)C2)CC1 (stereo unspecified) in PI4K2A inh reads 2.0
# CCOC(=O)[C@]12CCCC=C1N(Cc1ccco1)C(=O)[C@H](CC(=O)N1CCN(C(=O)c3ccco3)CC1)C2 in PI4K2A inh reads 10.0

# The results go on:
# Results follow in this order: PI4K2A inh	rTrxR1 inhibitor	TrxR1 substrate
CO[C@H]1CN(C)C(=O)c2cc(NS(=O)(=O)c3ccccc3)ccc2OC[C@@H](C)N(Cc2ccccn2)C[C@@H]1C
 : 4.4	·	·
COc1cccc(C(C)(O)c2nc(-c3cccc(NC(C)=O)c3)cs2)c1 (stereo unspecified)
 : 0.2	·	·
NC(=O)c1c(N)[nH]c(C(=O)c2ccccc2)c1-c1ccncc1
 : -6.8	·	·
CC(C)=CCn1c2ccc(NC(=O)Nc3ccc(N(C)C)cc3)cc2c(=O)n1C
 : -2.8	·	·
O=C(CSc1nnc(-c2ccccn2)n1-c1ccccc1)c1ccc(F)cc1
 : 2.2	·	·
CCCC[C@H]1C2CC(OC(=O)NCCCC(=O)OCC)C(C2)[C@H]2CCCCN21 (stereo partly specified)
 : 0.9	·	·
CC(=O)Nc1ccc(-c2ccnc3c2CC(C(=O)Nc2cccnc2)O3)cc1 (stereo unspecified)
 : 0.8	·	·
CCn1nccc1NC(=O)c1ccc2sc([C@@H]3O[C@H](CO)[C@H](O)[C@H](O)[C@H]3O)nc2c1
 : -2.8	·	·
C[C@H]1C2CC(OC(=O)Nc3ccccc3C(F)(F)F)C(C2)[C@H]2CCCCN21 (stereo partly specified)
 : 1.2	·	·
CCOC(=O)C1CCCN(C(=O)C2(c3ccc(Cl)cc3)CCCC2)CC1 (stereo unspecified)
 : 3.4	·	·
CCCCC[C@H](C)N1C[C@@H](COCc2ccccc2)Oc2cc(N3CC[C@@H](N(C)C)C3)ccc2S1(=O)=O
 : -3.2	·	·
COc1ccc(Cn2c(NC(=O)c3ccccc3)nc(Cc3ccccc3)c2-c2ccccc2)cc1
 : 0.6	·	·
COC(=O)c1ccccc1COc1cccn2c(N(C)C(=O)CCC3CCCC3)c(C)nc12
 : 2.1	·	·
O=C(Cn1nnc(-c2ccccc2F)n1)Nc1ccc(F)cc1F
 : -0.4	·	·
COC(=O)c1ccccc1NC(=O)NCC1CCN(Cc2ccc(OC)cc2)CC1
 : 2.0	·	·
CCN(CC)c1ncnc2c1ncn2[C@H]1CN(Cc2cccs2)C[C@@H](CO)O1
 : -7.9	·	·
CC1(C(=O)NS(=O)(=O)Cc2ccccc2)CCN1C(=O)C/C=C/c1ccccc1 (stereo unspecified)
 : 3.4	·	·
CCOc1ccc(CCN2C(=O)C(=O)N([C@@H](Cc3ccccc3)CN3CCC[C@H]3CN3C(=O)C(=O)NC[C@@H]3CC(C)C)C[C@@H]2Cc2ccc(O)cc2)cc1
 : 0.4	·	·
CCCCCCN1CCN(C2CN(Cc3cn(Cc4cccc(C(F)(F)F)c4)nn3)S(=O)(=O)C2)CC1 (stereo unspecified)
 : -6.6	·	·
CCN1CCCCC(NC(=O)c2cc(OC)c(OC)c(OC)c2)C1=O (stereo unspecified)
 : -2.9	·	·

# Arranged by count of non-hydrogen atoms (descending): some entries from above
# Results follow in this order: PI4K2A inh	rTrxR1 inhibitor	TrxR1 substrate
COC(=O)CCCn1cc(CN2CC(N3CCN(Cc4cccc(C)c4)CC3)CS2(=O)=O)nn1 (stereo unspecified)
 : 2.7	·	·
CCn1nccc1NC(=O)c1ccc2sc([C@@H]3O[C@H](CO)[C@H](O)[C@H](O)[C@H]3O)nc2c1
 : -2.8	·	·
C[C@H]1C2CC(OC(=O)Nc3ccccc3C(F)(F)F)C(C2)[C@H]2CCCCN21 (stereo partly specified)
 : 1.2	·	·
CC(=O)Nc1ccc(/C=C/c2ccnc3ccccc23)cc1[N+](=O)[O-]
 : ·	14.9%	-3.6%
CCCC(=O)N1CCC1(C)C(=O)Nc1ccc2nccnc2c1 (stereo unspecified)
 : 1.3	·	·

# Going on with the list:
# Results follow in this order: PI4K2A inh	rTrxR1 inhibitor	TrxR1 substrate
CCCCCn1nnnc1C1(C)CCCC(=O)N1Cc1ccco1 (stereo unspecified)
 : 1.7	·	·
Cc1ccc(S(=O)(=O)N2C[C@H]3C(=O)C[C@@H](c4ccc(Cl)cc4)N(S(=O)(=O)c4ccc(C)cc4)[C@H]3C[C@H]2c2ccc(Cl)cc2)cc1
 : -1.3	·	·
COc1cc(C(=O)NC2CCCCN(Cc3ccc(Cl)cc3)C2=O)cc(OC)c1OC (stereo unspecified)
 : 1.6	·	·
CCCCNC(=O)C(NC(=O)c1cccnc1OC)C(=O)c1ccccc1 (stereo unspecified)
 : -2.7	·	·
CCOC(=O)N1CCN(C(=O)C[C@H]2C[C@@]3(C(=O)OC)C(=C[C@H](COCc4ccccc4)O[C@@H]3C)N(Cc3ccco3)C2=O)CC1
 : -0.6	·	·
COc1ccc(OC)c(S(=O)(=O)N2CCC(C(=O)NCC3COCCO3)CC2)c1 (stereo unspecified)
 : -0.8	·	·
O=C(Nc1ccc(Cl)c(Cl)c1)c1cccc2c1-c1ccccc1C2=O
 : 4.2	·	·
CCc1nc2ccc(C(=O)N3CCN(C(=O)c4ccco4)CC3)cn2c1N(C)Cc1cccs1
 : -0.1	·	·
CN(C)CCCNc1nc2cc(-c3ccccc3)sc2c(=O)n1C
 : 0.4	·	·
COCc1c(C(C)C)nc(C(C)C)c(/C=C/[C@@H](O)C[C@@H](O)CC(=O)O)c1-c1ccc(F)cc1
 : 4.1	·	·
COC(=O)C[C@@H]1CC[C@H]2[C@@H](COc3ccc(NS(=O)(=O)CC(F)(F)F)cc3C(=O)N2C)O1
 : 2.4	·	·
CC(C)(C)Cc1c(C2CCCCC2)nc2ccc(Br)cn12
 : 0.0	·	·
COc1ccc(-c2cc3nc(NCCCN(C)C)n(C)c(=O)c3s2)cc1OC
 : -2.9	·	·
COc1ccc2c(c1)C(CC(C)=O)N(c1ccc(-c3cccs3)cc1)C(c1ccsc1)=C2 (stereo unspecified)
 : -4.9	·	·
CCc1nc2ccc(C(=O)N3CCN(S(=O)(=O)CC)CC3)cn2c1N(CCC(C)C)CCN(C)C
 : -3.8	·	·
Cn1c(=O)c2c(-c3ccccc3)n(-c3ccccc3Br)cc2n(C)c1=O
 : 4.9	·	·
Cc1nc2ccccc2n1C(c1cccnc1)c1nc2ccccc2[nH]1 (stereo unspecified)
 : 4.6	·	·
Cc1cc(C)c(S(=O)(=O)N2C[C@H]3CON(C)[C@H]3C[C@H]2c2ccc(N3CCCCC3)cc2)c(C)c1
 : -1.2	·	·
COC(=O)[C@]12CCCCC=C1N(Cc1ccco1)C(=O)[C@H](CC(=O)N1CCN(C(=O)C3CC3)CC1)C2
 : 3.1	·	·
CC(C)(C)n1nnnc1C(c1ccccc1)N1CCN(c2ccc(F)cc2)CC1 (stereo unspecified)
 : 1.6	·	·

# Other entries follow:
# Results follow in this order: PI4K2A inh	rTrxR1 inhibitor	TrxR1 substrate
COC(=O)[C@]12C[C@H](CC(=O)NCC34CC5CC(CC(C5)C3)C4)C(=O)N(Cc3cccc4ccccc34)C1=C[C@H](COCc1ccccc1)O[C@@H]2C
 : -8.6	·	·
COc1ccc(C(C)(NC(C)=O)c2nc(-c3cccc(F)c3)cs2)cc1 (stereo unspecified)
 : 4.7	·	·
O=C(NCCN1CCC(n2c(=O)[nH]c3ccccc32)CC1)c1ccc(F)cc1Cl
 : -1.0	·	·
O=C(/C=C/[C@H]1O[C@@H](n2cnc3c(NC(=O)c4ccccc4)ncnc32)[C@H](O)[C@@H]1O)N[C@@H](CO)Cc1c[nH]c2ccccc12
 : -0.8	·	·
CC(O)(c1cccc(F)c1)c1nc(-c2cccc(C(F)(F)F)c2)cs1 (stereo unspecified)
 : 1.2	·	·
COc1cccc(CNc2nc(NCC3CC3)nc3ccsc23)c1OC
 : -0.1	·	·
Cc1cc(NS(=O)(=O)c2ccc(NC(=O)Cc3ccc(Cl)c(Cl)c3)cc2)on1
 : 3.2	·	·
Cc1cccc(C2CC(c3ccccc3)=NN2c2ccc(S(N)(=O)=O)cc2)c1 (stereo unspecified)
 : 2.1	·	·
COCCNc1nc(Oc2cccc(F)c2)c2sccc2n1
 : 1.5	·	·
COC(=O)c1cc(S(=O)(=O)N2CCN(c3ccccc3Cl)CC2)cn1C
 : -2.4	·	·
COc1ccc2c(c1)CN1CN(CC(C)C)S(=O)(=O)CC21 (stereo unspecified)
 : -0.3	·	·
COc1cncc(-c2cnc3sc(NCCc4ccccn4)nn23)c1
 : -18.3	·	·
COc1cccc(CNC(=O)Cn2c(-c3ccccc3)cc(C(C)=O)c2C)c1OC
 : -3.6	·	·
CC1(C(=O)NS(=O)(=O)c2cccc(OC(F)F)c2)CCN1C(=O)CCc1cccs1 (stereo unspecified)
 : -1.3	·	·
CCOC(=O)[C@]12CCCCC/C=C\1N(Cc1ccc(OC)cc1)C(=O)[C@H]2CC(=O)NCc1cccc(C(F)(F)F)c1
 : -0.5	·	·
CCCCN(C=O)c1c(CC)nc2ccc(C(=O)N3CCN(c4ccccc4)CC3)cn12
 : 1.6	·	·
O=C(O)CN=C(Nc1cc(Cl)cc(Cl)c1)NC(c1ccccc1)c1ccccc1
 : 6.7	·	·
CCCCC[C@@H]1CCCCC[C@H](O)C[C@@H](O)[C@@H](O)/C=C/C(=O)O1
 : -4.5	·	·
COC(=O)[C@@]12C[C@@H](CC(=O)NCC34CC5CC(CC(C5)C3)C4)C(=O)N(Cc3cccc4ccccc34)C1=CCC(C)(C)C2
 : 3.0	·	·
O=C(CSc1nc2ccccc2nc1N1CCCCC1)N1CCN(C(c2ccccc2)c2ccc(Cl)cc2)CC1 (stereo unspecified)
 : -2.1	·	·

# An excerpt, so the mix of outcomes need not match the whole.
